SRC1 inh = human NCOA1 inhibition; Q15788; HEK293 GAL4-SRC1 luciferase reporter, luminescence; inhibition, % at 3.6 µM; actives 0.12% (n = 360,000);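 active = inhibition above the campaign mean plus 3 SD, with each screening campaign given its own cutoff, cut at about 60% in these data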;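 also: 0% = DMSO treated cells and 100% = gossypol at 36 µM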
MC4R antag cAMP = human MC4R antagonism in cAMP assay; MC4R-expressing cells, MTII-stimulated cAMP, LANCE TR-FRET; P32245; actives 0.48% (n = 360,000); inhibition, % at 6.5 µM;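 active = inhibition above its plate's cutoff, the mean of tested wells on that plate plus 3 SD, cut at about 29% in these data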;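 also: 0% = Melanotan II alone and 100% = Melanotan II plus saturating MCL0020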
Target sequence (P32245 whole entry, looked up): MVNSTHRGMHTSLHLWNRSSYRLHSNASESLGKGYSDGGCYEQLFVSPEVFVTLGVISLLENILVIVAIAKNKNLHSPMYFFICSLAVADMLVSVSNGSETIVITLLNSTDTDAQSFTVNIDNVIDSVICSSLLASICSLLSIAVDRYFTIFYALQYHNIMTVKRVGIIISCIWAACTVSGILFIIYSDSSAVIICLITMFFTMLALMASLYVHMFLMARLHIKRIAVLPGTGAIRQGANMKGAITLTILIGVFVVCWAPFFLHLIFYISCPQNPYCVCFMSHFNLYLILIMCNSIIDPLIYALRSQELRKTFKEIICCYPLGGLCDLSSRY
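Material – human MC4R-expressing U2OS cells · Repeats – no replicates · Detection – TR-FRET with Eu-cAMP and labeled anti-cAMP, 671 nm · Times – compound 30 min, challenge 1 h, detection 1 h · Compound – single nominal compound dose of 6.5 µM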
TLR9-MyD88 inh = inhibitors of human TLR9-MyD88 binding. CHO BLA complementation TLR9-MyD88, CCF4 FRET ratio. inhibition, % at 4.98 µM. actives 0.21% (n = 340,000). AID 504734;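 active = inhibition above the mean over all tested compounds plus 3 SD, cut at about 21% in these data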;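 also: 0% = DMSO only wells and 100% = clavulanate BLA inhibitor control wells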
ABHD5-PLIN5 inh = ABHD5-PLIN5 protein interaction inhibition. Split G. princeps luciferase complementation, luminescence, 4 h. Q00G26+Q8WTS1. inhibition, % at 4 µM. actives 0.78% (n = 360,000). AID 602281;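 active = inhibition above the mean inhibition across every tested compound plus 3 SD, cut at about 22% in these data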;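 also: 0% = DMSO only wells and the 100% control is not disclosed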
COUP-TFII inh = inhibitors of human COUP-TFII (NR2F2). P24468. HEK293T NGFI-A luciferase reporter, luminescence. inhibition, % at 8.6 µM. actives 0.7% (n = 370,000);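 active = inhibition above a per-plate cutoff, mean inhibition of test wells between control levels plus 3 SD, cut at about 38% in these data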;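 also: cells cotransfected with COUP-TFII expression vector driving the NGFI-A reporter; 0% = median of COUP-TF2 test wells and 100% = reporter-only cells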
Target sequence (P24468 whole entry, looked up): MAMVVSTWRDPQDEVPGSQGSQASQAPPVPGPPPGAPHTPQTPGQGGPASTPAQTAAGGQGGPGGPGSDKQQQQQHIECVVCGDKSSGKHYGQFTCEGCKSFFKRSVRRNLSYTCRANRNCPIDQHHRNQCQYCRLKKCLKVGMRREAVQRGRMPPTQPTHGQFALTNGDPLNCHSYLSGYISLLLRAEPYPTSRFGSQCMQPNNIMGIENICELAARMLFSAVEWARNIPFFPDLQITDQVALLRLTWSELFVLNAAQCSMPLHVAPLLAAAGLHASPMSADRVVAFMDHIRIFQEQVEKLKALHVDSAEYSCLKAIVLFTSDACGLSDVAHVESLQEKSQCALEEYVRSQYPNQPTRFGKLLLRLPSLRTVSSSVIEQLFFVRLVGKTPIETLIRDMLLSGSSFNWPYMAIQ
NR5A2 inv ag = inverse agonists of human LRH-1 (NR5A2); O00482; HEK293T StAR-luciferase reporter, LRH-1 transfected, 24 h; inhibition, % at 3.6 µM; actives 0.13% (n = 360,000); AID 602396;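 active = inhibition above the mean inhibition of all tested compounds plus 3 SD, cut at about 73% in these data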;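 also: 0% = DMSO wells and 100% = reporter-only cells lacking LRH-1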
MC4R ag barr = human MC4R agonism via beta-arrestin; AID 540308; activation, % at 8.9 µM; actives 0.98% (n = 360,000); U2OS MC4R beta-arrestin complementation, luminescence; percent of melanotan II response, DMSO zero;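 active = activation above a per-plate cutoff, the mean activation of sample wells on that plate plus 3 SD, cut at about 8% in these data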
NCOA3 inh = human NCOA3 inhibition. Q9Y6Q9. HEK293 GAL4-SRC3 luciferase reporter, luminescence. inhibition, % at 3.6 µM. actives 0.17% (n = 360,000). AID 588352;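 active = inhibition above a per-campaign cutoff, the mean of all compounds plus 3 SD, cut at about 60% in these data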;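 also: 0% = DMSO-treated cells and 100% = gossypol-treated cells at 36 µM; higher means less SRC3-driven luciferase light from the GAL4 reporter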
NCOA2 inhibitor = human SRC2 (NCOA2) inhibition. Q15596. inhibition, % at 9 µM. HEK293 GAL4-SRC2 luciferase reporter, luminescence. AID 651957. actives 0.17% (n = 370,000);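 active = inhibition above the mean inhibition of all tested compounds plus 3 SD, set per campaign, cut at about 52% in these data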;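 also: 0% = DMSO treated cells and 100% = cells given Gossypol at 36 µM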
NOD2-RIPK2 inh = NOD2-RIPK2 protein interaction inhibition; CHO BLA complementation NOD2-RIPK2, CCF4 ratio; AID 624267; inhibition, % at 4.98 µM; actives 0.38% (n = 360,000); O43353; in the data active = inhibition above about 21%;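 also: 0% = vehicle only and 100% = reference blocker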
LMP1 NFkB inh = Epstein-Barr LMP1 NF-kappaB reporter inhibition; LMP1-induced NF-kappaB luciferase reporter cells, luminescence; inhibition, % at 12.5 µM; actives 0.69% (n = 350,000); in the data active = inhibition above about 41%;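 also: 0% = neutral control wells and 100% = reference inhibitor control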
* = called active by the depositor; . = not tested or not shown. The list is partial; count on the stated rates, not on these rows.

SMILES | SRC1 inh | MC4R antag cAMP | TLR9-MyD88 inh | ABHD5-PLIN5 inh | COUP-TFII inh | NR5A2 inv ag | MC4R ag barr | NCOA3 inh | NCOA2 inhibitor | NOD2-RIPK2 inh | LMP1 NFkB inh
COc1cc(S(=O)(=O)N(Cc2cccs2)C2CC2)ccc1-n1cnnn1 | -6 | -2 | -4 | 1 | 7 | -24 | -1.2 | 14 | -1 | -9 | 7
CCOC(=O)c1cc(-c2ccc(/C=C3/C(=O)NC(=O)C(C#N)=C3C)o2)ccc1Cl | -15 | -3 | 6 | -7 | 0 | -33 | 0.6 | -25 | -9 | -3 | 3
COc1cc(CN(C)Cc2cc(=O)n3ccsc3n2)ccc1OC(F)F | 5 | 9 | -5 | -2 | 17 | 4 | 2.9 | 10 | -12 | -2 | 20
Cc1cccc(NC(=O)CN2CCN(C(=O)C(C)Oc3ccc(C#N)cc3)CC2)c1C (configuration not stated) | -8 | 12 | 3 | -1 | 1 | 14 | -1.6 | 4 | -11 | -1 | 0
CCN(CC)c1ccc(C(=O)N/N=C/c2ccccc2OC(F)F)cc1 | -10 | 2 | 1 | -5 | -3 | -8 | -0.9 | 9 | 4 | -3 | 7
Clc1cc(/C=N\NC2=NCCN2)cc(Cl)n1 | -3 | 25 | . | -1 | -22 | -4 | 1.0 | 15 | -23 | 3 | .
COc1ccc(C(=O)Nc2ccc(-c3nnn(CC(=O)NCc4ccco4)n3)cc2)cc1 | 5 | 4 | 3 | 2 | -21 | 9 | 1.8 | -3 | -7 | -3 | -26
CC1C(=O)OC(c2ccc(Br)cc2)C(C)(C)C1=O (configuration not stated) | 9 | 9 | 2 | 4 | -2 | -12 | -1.3 | 10 | -16 | 0 | -15
CCc1cc2cc(C)cc(C)c2nc1SCC(=O)N1CCN(C(=O)c2ccco2)CC1 | -3 | 1 | 9 | 7 | -10 | 0 | -0.3 | 10 | 6 | -6 | -2
Nc1nc2cc(Cl)c(Br)cc2o1 | 5 | 1 | -4 | -3 | -5 | 0 | 0.1 | 5 | -11 | -7 | 3
Cc1c(C(=O)O)sc2nc(-c3cccs3)cc(C(F)(F)F)c12 | -59 | -2 | 3 | 0 | 14 | 24 | -0.4 | 4 | 10 | -10 | -2
CC(C)OP(=O)(OC(C)C)C(Nc1ccc([N+](=O)[O-])cc1)c1cccc([N+](=O)[O-])c1 (configuration not stated) | 12 | 5 | 4 | 2 | 2 | 20 | -3.2 | 8 | -7 | 16 | -2
Cc1ccc(C)c(NC(=O)CN(C)C(=O)CN2C(=O)NC3(CCc4ccccc43)C2=O)c1 (configuration not stated) | 0 | -5 | 1 | 6 | 2 | -11 | -3.6 | 5 | 5 | -1 | 0
COc1ccc(/C=C/C=C2\N=C(SC)SC2=O)cc1 | -22 | 7 | -4 | -8 | 0 | -39 | 1.5 | -22 | -14 | 4 | -2
c1ccc2c(Cn3nnc4ccccc43)cccc2c1 | 8 | -2 | 0 | 3 | 14 | 5 | 0.5 | 11 | -4 | 3 | 4
Cc1ccc2nc3c(c(C(=O)O)c2c1)CCC3 | 7 | 3 | 7 | -2 | 14 | 14 | -0.3 | -10 | -15 | -8 | 0
CCc1c(C)c2ccc(OC(C)C(=O)NC(Cc3c[nH]c4ccc(O)cc34)C(=O)O)c(C)c2oc1=O (configuration not stated) | -5 | -4 | 10 | 4 | 22 | -3 | 2.0 | 6 | 17 | -28 | 3
O=C(c1ccccc1)c1c[nH]c(C(=O)NCCCn2ccnc2)c1 | 12 | 3 | 4 | 1 | 13 | -15 | -1.0 | 12 | -6 | -13 | 11
Cc1cccn2cc(CCNC(=O)c3ccc(Br)o3)nc12 | -28 | -4 | 5 | 0 | 0 | 0 | 1.1 | 7 | 7 | -4 | -10
Cc1ccsc1C(=O)C1CCCN(Cc2cccn2-c2ccc(Cl)cn2)C1 (configuration not stated) | 20 | 4 | -5 | 0 | 15 | 23 | -0.2 | 39 | -2 | -6 | 5
O=C(Cn1c(SCC(=O)N2CCc3ccccc32)nc2ccccc21)NC1CCCC1 | -4 | 6 | -18 | -1 | -1 | 8 | -0.6 | -3 | 0 | 0 | -1
CCOc1ccc(/C=N/NC(=O)c2cc3c(OC)cc(OC)c(OC)c3[nH]2)cc1 | 11 | 6 | -5 | -8 | -27 | 19 | -0.2 | -43 | -46 | 16 | -9
O=C(NNC(=O)c1ncc(Cl)c(Cl)c1Cl)c1ccc(F)cc1 | 6 | -5 | -6 | 1 | 0 | 19 | -3.0 | 12 | 7 | -1 | -6
O=C(NCCc1ccccc1)c1ccccc1[N+](=O)[O-] | -26 | 4 | 12 | 10 | -9 | -40 | 0.3 | -44 | -1 | -12 | -29
O=C(Nc1nc(-c2ccccn2)cs1)C1CCCC1 | -14 | 8 | -1 | 2 | -15 | -44 | -0.8 | -27 | -36 | 0 | -11
CCCOc1ccc(/C(O)=C2/C(=O)C(=O)N(CCN(C)C)C2c2ccncc2)cc1 (configuration not stated) | -19 | 5 | 3 | 5 | 8 | -5 | 0.1 | -15 | -5 | -1 | 0
COc1ccccc1Nc1nnc(SCc2cc(=O)n3ccsc3n2)s1 | -44 | 16 | -7 | -7 | -2 | -14 | -1.8 | -15 | -14 | 6 | 5
COc1ccc(C2=NO[C@H]3C[C@](C(=O)NC(C)C)(S(=O)(=O)c4ccccc4)C[C@@H]23)cc1 | -10 | 4 | -2 | -6 | . | -26 | -0.2 | -4 | . | 7 | -3
O=C1CN(C(=O)c2ccc(Cl)nc2)c2ccccc2N1 | 4 | -3 | 9 | 11 | 1 | 11 | -2.1 | 5 | 10 | 4 | -22
COc1cccc(C(Nc2ccccc2)c2ccc3ccc(C)nc3c2O)c1 (configuration not stated) | . | . | . | 1 | 25 | 10 | . | . | 5 | 7 | .
CC(C)N1CCN(Cc2cnc(N3CCCC3)s2)CC1CCO (configuration not stated) | -16 | 20 | 6 | -7 | 11 | -21 | -1.2 | -1 | -15 | -4 | -7
O=C(CSCc1ccccc1Cl)NN1C(=O)c2ccccc2C1=O | 1 | -1 | 0 | -7 | 1 | 8 | -0.4 | 4 | -43 | 7 | -3
Cc1c(N2C(=O)/C(=C3/C(=O)N(C)c4ccccc43)SC2=S)c(=O)n(-c2ccccc2)n1C | 3 | 4 | -2 | -5 | 19 | 13 | 0.3 | 8 | 21 | -7 | -16
Cc1[nH]c2ccccc2c1C(=O)COC(=O)Cn1c(C)nc2ccccc21 | 8 | -1 | -3 | 11 | 1 | 3 | -1.0 | 16 | 0 | -3 | 7
COc1cccc2cc(C(=O)C3=C(O)C(=O)N(CCN4CCOCC4)C3c3ccc(C(C)(C)C)cc3)oc12 (configuration not stated) | -18 | 5 | -4 | -7 | -2 | -17 | -0.5 | -1 | 12 | -3 | -8
Cc1c(Br)ccc(NC(=O)c2ccccc2[N+](=O)[O-])c1C | 9 | -4 | 4 | 5 | 16 | -1 | 2.2 | 11 | -14 | -4 | 2
Nc1ncnc(Nc2cccc(F)c2)n1 | -24 | 8 | 7 | 9 | -15 | -12 | -1.8 | -17 | -11 | 1 | 3
CCCCOc1ccc(/C=c2\sc3ncnn3c2=O)cc1 | 4 | 9 | 2 | -1 | -10 | 4 | -1.9 | 8 | 14 | -13 | 23
C=CCn1cnc2c(c1=O)c1nc3ccccc3nc1n2/N=C/c1cccc(OC)c1 | 10 | 4 | -1 | 5 | 4 | 3 | -0.2 | 8 | 4 | -6 | -1
CC(C)CC(=O)NC(NCC1CCCO1)C(Cl)(Cl)Cl (configuration not stated) | 2 | 8 | -9 | 5 | 1 | -14 | 0.8 | -11 | 7 | -4 | 3
O=C(O)c1cc([N+](=O)[O-])ccc1N1CCCCC1 | -1 | 3 | -5 | 1 | -8 | 13 | 0.9 | 18 | -29 | -11 | -2
CC(NC(=O)/C(C#N)=C/c1ccc(OCC(=O)O)cc1)c1ccccc1 (configuration not stated) | -20 | 21 | 6 | 7 | -3 | 10 | -1.0 | 0 | 14 | 2 | 4
CCOc1ccc2c(c1)C(C)=CC(C)(C)N2S(=O)(=O)c1ccc(NC(C)=O)cc1 | 14 | -20 | -6 | -4 | -68 | 38 | -0.8 | 27 | 22 | 19 | -2
COc1ccc(C2=CC(=O)CC(c3ccc(F)cc3)C2)cc1 (configuration not stated) | -19 | 2 | 1 | -6 | 11 | 8 | -1.3 | -23 | -21 | -1 | -7
CC(=O)c1cccc(CN2CCCC(C(=O)Nc3ccc(-c4ccco4)cc3)C2)c1 (configuration not stated) | -34 | 12 | -19 | 30* | 15 | -33 | -0.1 | -11 | 5 | -8 | 4
COc1ccc(/C=C2\CCc3ccccc3C2=O)cc1Cn1cccn1 | -23 | 2 | -2 | 4 | -6 | -9 | -1.9 | -14 | -58 | -4 | -34
C=CCn1c(-c2ccc(OC)c(OC)c2)cs/c1=N\c1ccccn1 | -6 | 0 | 1 | -13 | 10 | -7 | -0.5 | 10 | -9 | -2 | -14
O=C(CNC(=O)c1sc2ccccc2c1Cl)Nc1ccccc1F | -20 | 3 | 5 | 2 | 30 | 12 | -0.9 | -1 | -10 | 3 | -5
CCNS(=O)(=O)c1ccc(C(=O)Nc2ccccc2)cc1 | -8 | -2 | -11 | -3 | 1 | -18 | -1.2 | 5 | -12 | -3 | -7
COc1ccccc1CC(=O)NCc1ccc2c(c1)OCO2 | -5 | -3 | 4 | -6 | 10 | -36 | -1.3 | -9 | -16 | 3 | -6
CSc1ccccc1CNC(=O)C1(C)CCCN1CC(C)C (configuration not stated) | -3 | -5 | . | 3 | 7 | 15 | -0.3 | -7 | 3 | 7 | .
O=C(NCCc1ccc(Cl)cc1Cl)c1cncc(Br)c1 | 5 | 2 | 4 | -5 | -11 | -7 | 0.0 | 2 | 19 | 2 | 4
C=CCc1cccc(CNc2nc3ccccc3n2CCN2CCOCC2)c1O | 8 | 2 | 0 | 4 | -3 | 8 | -1.7 | 16 | -1 | 7 | -18
COC(=O)CN1C(CN2CCOCC2)=Nc2ccc(Br)cc2C1c1ccccc1 (configuration not stated) | 1 | 3 | . | 7 | 7 | 10 | -0.3 | 4 | 18 | -7 | .
CCCCCCCCCc1nc2sc3c(c2c(=O)n1NC(=O)c1ccc([N+](=O)[O-])cc1)CC(C)(C)OC3 | 4 | 5 | -4 | -6 | 22 | -6 | -0.1 | 20 | -17 | 32* | 3

Screens: PubChem, several laboratories
